# Screening data (PubChem BioAssay)
# JMJD2A Tudor: JMJD2A Tudor domain (human) inhibition; AlphaScreen JMJD2A-Tudor / H3K4me3 peptide binding; Potency, µM (titrated, usually from 114 µM), for inactives: top-dose activity change, negative = inhibition, hits mostly inhibitors; 390,000 compounds, 4.4% hits; AID 504339; further: on the % scale 0 is the no-effect control and ±100 the full control effect; nearly all actives have a fitted effect of over 50% in size
# POLI inh: blocks human DNA polymerase iota activity. Q9UNA4. Pol iota fluorescent replication assay, 10 min. Potency, µM (series often up to 115 µM), for inactives: at the highest dose activity, negative = inhibition, usual class: inhibitors. 390,000 compounds, 1% hits
#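 Pol iota at 10 nM preincubated 15 min with compounds at room temperature; reaction started with fluorescent substrate, 50 nM final. Fluorescence read kinetically at 0 and 10 min; buffer-only wells as negative control.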
# POLH inh: inhibitors of human DNA polymerase eta; Q9Y253; recombinant Pol eta, fluorescent DNA replication assay; Potency, µM (titrated, usually from 114 µM), for the others: at the highest dose activity change, negative = inhibition, actives largely listed as inhibitors; 390,000 compounds, 1.2% hits; further: on the % scale 0 is the no-effect control and ±100 the full control effect
#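 Pol eta at 10 nM preincubated with compounds 15 min at room temperature; reaction started with fluorescent substrate (50 nM final) and read kinetically at 0 and 10 min.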
# BLM helicase inh: Bloom syndrome helicase (human) inhibition | recombinant BLM DNA unwinding, fluorescence dequenching | 350,000 compounds, 0.2% hits | P54132 | Potency, µM (doses to about 56.1 µM), for the others: at the top dose activity change, negative = inhibition, hits mostly inhibitors | AID 2528;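 further: plate controls were vehicle for no effect and no enzyme for full effect; nearly all actives have a fitted effect of over 35% in size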
# G9a inh: blocks human histone lysine methyltransferase G9a; Q96KQ7; G9a H3K9 monomethylation, AlphaScreen, 2 h; Potency, µM (top dose mostly 102 µM), for inactives: top-dose activity, negative = inhibition, hits mostly inhibitors; 350,000 compounds, 8.8% hits; further: on the % scale 0 is the no-effect control and ±100 the full control effect; nearly all actives have a fitted effect of over 75% in size
#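 Quantitative HTS format: methyltransferase activity on a biotin-tagged H3K9 peptide is measured by AlphaScreen, using a rabbit anti-monomethyl-H3K9 antibody with streptavidin donor and anti-IgG acceptor beads. Final levels are 20 nM enzyme, 500 nM peptide, 20 uM SAM; 2 h RT.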
# Pol kappa inh: DNA polymerase kappa (human) inhibition | Potency, µM (highest dose often 107 µM), for the others: at the top dose activity, negative = inhibition, most hits filed as inhibitors | AID 588579 | purified Pol kappa, fluorescent DNA synthesis assay, 10 min | 400,000 compounds, 0.53% hits | Q9UBT6; further: on the % scale 0 is the no-effect control and ±100 the full control effect
#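 Kinetic fluorescence screen: compound preincubated 15 min RT with 10 nM enzyme; 50 nM substrate (final) initiates; reads at 0/10 min.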
# BAZ2B block: inhibitors of human BAZ2B bromodomain | Q9UIF8 | AlphaScreen BAZ2B-H3K14Ac peptide displacement | Potency, µM (series often up to 114 µM), for inactives: at the highest dose activity change, negative = inhibition, usual class: inhibitors | 360,000 compounds, 4.4% hits | AID 504333; further: on the % scale 0 is the no-effect control and ±100 the full control effect; nearly all actives have a fitted effect of over 60% in size
#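 Inhibition is scored as reduced AlphaScreen emission. The BAZ2B/b-H3(5-23)K14Ac complex (50 nM each) in PBS pH 7.4, 0.01% Tween-20 meets compound (up to 110 uM) for 30 min at RT before bead addition.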
# APEX1 inh: blocks human APE1 abasic DNA cleavage; P27695; recombinant APE1, TAMRA/BHQ-2 abasic DNA cleavage fluorescence; Potency, µM (highest dose often 65.8 µM), inactives show top-dose activity change, negative = inhibition, hits mostly inhibitors; 350,000 compounds, 0.35% hits; AID 2517;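 further: plate controls were vehicle for no effect and reference inhibitor for full effect; nearly all actives have a fitted effect of over 55% in size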
#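 Substrate: short duplex with […] THF abasic site, 5'-TAMRA and 3'-BHQ-2, 50 nM final. APE1 at 0.75 nM, preincubated 15 min RT with compound. Fluorescence increase from first to third read measured activity.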
# POLB inh: inhibitors of human DNA polymerase beta | P06746 | Pol beta primer extension/strand displacement, fluorescence kinetic | Potency, µM (series often up to 114 µM), without a hit: at the highest dose activity change, negative = inhibition, hits mostly inhibitors | 340,000 compounds, 1.3% hits | AID 485314; further: on the % scale 0 is the no-effect control and ±100 the full control effect
#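 Human Pol beta at 10 nM; strand-displacement substrate 50 nM final. Compound exposure 15 min at room temperature before start, reaction 10 min at room temperature.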
# Starred values were filed as active, the others as inactive; ? = inconclusive; . = not tested or not shown; & = joins results of further samples; [ ] = another dose, or the depositor's remark. The call rests on the fitted dose curve; in most records, active means well fitted curve in the direction sought with a large enough effect; inconclusive means small, poorly fitted or top-dose-only effect, or another doubt; inactive means no such curve, though single readings can be large; an effect the other way counts as inactive or inconclusive. Potency means the concentration at half of the fitted maximal effect. An excerpt, so the mix of outcomes need not match the whole.
SMILES,JMJD2A Tudor,POLI inh,POLH inh,BLM helicase inh,G9a inh,Pol kappa inh,BAZ2B block,APEX1 inh,POLB inh
NS(=O)(=O)c1cccc(NC(=O)CC(NC(=O)c2ccccc2Cl)c2ccccc2)c1 (stereo unspecified),-3%,11%,-22%,-2%,-16%,-3%,-10%,41%[activator],21%
C/C(=N\NC(=O)c1ccc(O)cc1)c1cc2ccccc2o1,-17%,81%[activator],-2%,2%,-1%,-16%,-10%,13%,30%
COCCNC(=O)c1ccccc1NS(=O)(=O)c1ccc(Br)s1,1%,-10%,-9%,2%,?,-7%,-2%,-1%,0%
O=c1c2ccccc2nc(/C=C/c2ccc([N+](=O)[O-])cc2)n1CCCO,-18%,-22%,-11%,4%,-6%[59 µM],1%,0%,-3%,1%
C=C(C)C1Cc2cc3ccc(=O)oc3cc2O1 (stereo unspecified),1%,24%,-2%,2%,20%[59 µM],0%,2%,-3%,81%
Cc1ccc(S(=O)(=O)N2CCCCC2)cc1NC(=O)Cn1cnc2c1c(=O)n(C)c(=O)n2C,-3%,22%,-14%,.,6%,-12%,7%,0%,.
CCCC(=O)N1CCCC(C(=O)c2cccc(OC(C)C)c2)C1 (stereo unspecified),-1%,6%,-14%,.,.,0%,.,.,.
COc1ccc(CCNC(=O)CNS(=O)(=O)c2ccc(Br)s2)cc1OC,-17%,-30%,4%,-1%,-29%[59 µM],-6%[60.1 µM],-4%,-1%,23%
COc1ccc(CN2CCN(Cc3ccc4ccccc4c3)CC2)cc1OC,2.8µM*,127%[activator],-1%,5%,-1%[2.33 µM],0%,16µM*,13%,-2%
CCN1C(C#N)=C(C#N)N=C(C)CC1(C)C,-16%,17%,-20%,-2%,24%[12.7 µM],-12%,-25%,0%,-12%

# Profiles from above:
# Profile of C/C(=N\NC(=O)c1ccc(O)cc1)c1cc2ccccc2o1 : JMJD2A Tudor = -17%; POLI inh = 81%[activator]; POLH inh = -2%; BLM helicase inh = 2%; G9a inh = -1%; Pol kappa inh = -16%; BAZ2B block = -10%; APEX1 inh = 13%; POLB inh = 30%
# Profile of C=C(C)C1Cc2cc3ccc(=O)oc3cc2O1 (stereo unspecified) : JMJD2A Tudor = 1%; POLI inh = 24%; POLH inh = -2%; BLM helicase inh = 2%; G9a inh = 20%[59 µM]; Pol kappa inh = 0%; BAZ2B block = 2%; APEX1 inh = -3%; POLB inh = 81%

# Single values from the list:
# In Pol kappa inh, `CCCC(=O)N1CCCC(C(=O)c2cccc(OC(C)C)c2)C1` (stereo unspecified) has 0%
# In Pol kappa inh, `O=c1c2ccccc2nc(/C=C/c2ccc([N+](=O)[O-])cc2)n1CCCO` has 1%

# (more compounds)
SMILES,JMJD2A Tudor,POLI inh,POLH inh,BLM helicase inh,G9a inh,Pol kappa inh,BAZ2B block,APEX1 inh,POLB inh
CN1CCN(C(CNC(=O)c2c(F)cccc2F)c2ccc3c(c2)OCO3)CC1 (stereo unspecified),-10%,10%,-16%,0%,2%[59 µM],-5%[60.1 µM],-2%,.,6%
O=c1[nH]c2sc3c(c2c(=O)n1Cc1ccccc1)CCC3,-15%,-3%,?,-4%,-1%,-7%,8%,15%,17%
O=C(Cc1ccc(F)cc1)Nc1cccc(-c2cn3c(n2)SCC3)c1,-21%,112%[activator],-19%,-13%,10µM*,2%,?,-8%,-19%
CCCCc1ccc(S(=O)(=O)Nc2nnc(C)s2)cc1,-29%,1%,-6%,4%,.,15%,55%[activator],2%,5%
O=C(O)CCNc1nc(-c2ccccc2)nc2ccccc12,-8%,-10%,-2%,0%,5%[59 µM],-3%,-1%,-4%,6%
Cc1ccc(C)c(CSc2ncccc2C(=O)O)c1,-17%,16%,1%,7%,50µM*,-4%,-36%,15%,35%
CC1CCN(C(=O)CSc2nnc(-c3ccccc3)o2)CC1,-16%,25%,-22%,1%,-6%[59 µM],-3%,-3%,.,-2%
S=C(Nc1cc(Cl)cc(Cl)c1)N1CCN(c2ccccn2)CC1,-4%,31%[activator],-8%,-1%,.,-1%,-6%,-13%,8%
CN(Cc1ccccc1)C(=O)c1cc(-c2cccc(Cl)c2)on1,122%[activator],-4%,-12%,-7%,49%[59 µM],-4%,152%[activator],.,10%
Cc1nn(C(C)C(=O)NCCC2=CCCCC2)c(=O)c2nn(-c3ccccc3)c(C)c12 (stereo unspecified),-16%,28%,-22%,1%,19%,-1%,-19%,20%,-2%
CC(C)c1ccc(NC(=O)c2cc(S(=O)(=O)N3CCCCC3)c[nH]2)cc1,-9%,-17%,3%,-2%,23%,-1%,4%,21%,10%
CCC1(C)CC(=O)c2c(ccc3oc(C(=O)Nc4ccc(C(C)=O)cc4)c(C)c23)O1 (stereo unspecified),3%,22%,-21%,-4%,1%[59 µM],-9%,0%,.,-20%
Cc1ccc(C(C(=O)NC2CCCCC2)N2CCC3(CC2)OCCO3)cc1 (stereo unspecified),-20%,-4%,5%,0%,0%,2%,-14%,2%,5%
O=C(c1ccc(Cl)cc1)c1cnc2ccccn12,-11%,3%,-3%,-5%,2%,-3%,13%,1%,27%
O=C(c1ccccc1)N1CCN(CCc2ccccn2)CC1,-13%&-7%,35%&4%[activator],-21%&-1%,-3%&-1%,21%,8%&-10%,3%&-2%,-6%,37%&1%
CC(SC1=NCCS1)C(=O)Nc1nnc(-c2ccc(Cl)cc2)s1 (stereo unspecified),-7%,?,-21%,0%,7%[59 µM],-5%,6%,0%,-1%
C[C@@]12CC[C@@H]3c4ccc(O)cc4CC[C@H]3[C@H]1CC[C@H]2O,.,.,.,-7%[21.4 µM],-4%[21.5 µM],2%[12 µM],.,4%[21 µM],.
O=C(COC(=O)CNC(=O)c1ccccc1F)Nc1ccc(Cl)cn1,-8%,84%[activator],-20%,.,.,-6%,.,9%,.
Cc1ccccc1NC(=O)N(C(C)C)C(C)C,-3%,25%,-12%,-3%,22%,-1%,3%,2%,-2%
CCOC(=O)C1=C(C)N(Cc2ccccc2)C(=O)NC1c1ccccc1OS(=O)(=O)c1ccccc1[N+](=O)[O-] (stereo unspecified),-26%,14%,-15%,.,.,6%,.,.,.
Cc1ccc(S(=O)(=O)N2CCC(C(=O)NCC3CCCO3)CC2)cc1 (stereo unspecified),-3%,28%,-8%,0%,5%[59 µM],-4%,7%,-8%,-5%
O=C(C1CC1)N1CCN=C1SCc1ccc(Cl)cc1,21%,41%[activator],0%,-4%,1%,-16%,7%,-10%,34%
CCc1nnc(NC(=O)CSc2nnc(CNC(=O)c3ccc(OC)c(OC)c3)o2)s1,-4%,2%,1%,0%,6%,-13%,1%,18%,?
COc1ccc(N(C(=O)c2ccccc2C)S(=O)(=O)c2ccc3c(c2)n(C)c(=O)n3C)cc1,-10%,9%,-15%,-4%,7%[59 µM],-3%,0%[57.1 µM],.,3%
CCNC(=O)CN(C1CCCCC1)S(C)(=O)=O,-24%,3%,-13%,-1%,0%[59 µM],-13%,5%,3%,1%
CCOc1ccc(CN(C)C(=O)c2ccc(NS(=O)(=O)c3ccc4[nH]c(=O)[nH]c4c3)cc2)cc1,-23%,17%,-25%,.,-3%[0.501 µM],-2%,-34%,46%[activator],.
COc1ccccc1NC(=S)N1CCN(C(=O)c2ccco2)CC1,-9%,-9%,-14%,-2%,.,-14%,5%,10%,17%
O=C(c1ccccc1)c1ccccc1NC(=O)C1CCCN1Cc1ccccc1 (stereo unspecified),7%,-14%,-14%,-10%,23%[59 µM],-9%,5%,-1%,-11%
O=S(=O)(c1ccccc1)N1CCC[C@@]2(CCN(c3cccc(-c4ccccc4)c3)C2)C1,.,.,.,-4%,-3%[12.7 µM],-2%[60.1 µM],.,1%,.
COC(=O)c1cccc(NC(=O)CSc2nnc(C)n2C)c1,-13%,-13%,-5%,0%,.,-6%,-14%,3%,57%

# BAZ2B block: entries above that show a hit
SMILES,JMJD2A Tudor,POLI inh,POLH inh,BLM helicase inh,G9a inh,Pol kappa inh,BAZ2B block,APEX1 inh,POLB inh
COc1ccc(CN2CCN(Cc3ccc4ccccc4c3)CC2)cc1OC,2.8µM*,127%[activator],-1%,5%,-1%[2.33 µM],0%,16µM*,13%,-2%

# Next section.
SMILES,JMJD2A Tudor,POLI inh,POLH inh,BLM helicase inh,G9a inh,Pol kappa inh,BAZ2B block,APEX1 inh,POLB inh
CC(=O)c1cc(CN2CCN(Cc3ccc(C)cc3)C(CCO)C2)cs1 (stereo unspecified),-21%,-27%,-6%,-4%,-22%,-4%,0%,2%,2%
COC(=O)C1CCN(C(=O)c2ccc(Cl)c(S(=O)(=O)NCc3ccco3)c2)CC1,-15%,2%,-12%,.,.,0%,.,4%,.
CCOC(=O)C1=C(COC(=O)[C@@H]2CCCN2S(=O)(=O)c2ccc(C)cc2)NC(=O)NC1C (stereo partly specified),-7%,-16%,-6%,-4%,-7%,-12%,-30%,30%,?
Cc1cccc(NC(=S)N(CCN2CCOCC2)Cc2cc3cc4c(cc3[nH]c2=O)OCCO4)c1,-35%,7%,-23%,-3%,.,14%,?,4%,24%
O=C(Nc1ccc2oc(=O)ccc2c1)c1ccc2ccccc2c1,0%,4%,-21%,-1%,6%,6%,-7%,53%[activator],4%
CCOC(=O)C1CCCN(C(=O)c2cncc(Br)c2)C1 (stereo unspecified),-6%,31%[activator],-7%,1%,-1%,0%,-7%,0%,43%
COC(=O)CCn1[nH]c(=O)c2ccccc2c1=O,-13%,55%[activator],-2%,-3%,?,-3%,0%,0%,-18%
NC(=O)COc1ccc(/C=N/NS(=O)(=O)c2ccccc2)cc1,0%,114%[activator],-18%,-5%,-5%[59 µM],-4%,-4%,21%,-4%
O=C(O)c1ccc2oc(=O)c(S(=O)(=O)c3ccc(F)cc3)cc2c1,1%,-7%,-22%,-3%,-3%,0%,-9%,-2%,-1%
O=C1CC2(CCCCC2)CC(=O)N1CCc1ccccc1,24%,20%,-28%,.,.,-2%,.,.,.
Cc1ccccc1OCC(=O)Nc1nnc(-c2ccco2)s1,-4%,?,-5%,1%,8%,-5%,-8%,?,-1%
COCCCNC(=O)c1ccc(Cn2c(=O)c3ccccc3n(Cc3ccccc3C)c2=O)cc1,-22%&-2%,0%&10%,-9%&-13%,-6%&-3%,3%[59 µM],-6%&-6%,4%&4%,-4%,11%&17%
CCOC(=O)c1c(SCC(=O)Nc2nc3ccc(C)cc3s2)nc(=O)[nH]c1C,-9%,89µM*,-10%,-11%,8%[59 µM],-12%[60.1 µM],-2%,.,?
COCc1ccc(CN2CCC(n3nccc3NC(=O)CCOc3ccccc3)CC2)o1,1%,5%,-10%,0%,.,-15%,-3%,4%,53%
